Source: PubChem BioAssay (several laboratories)
GSH bead fluor = compound fluoresces at 488/530 nm on GSH beads; fluorescence (KMESF) at 10 µM; GSH beads flow cytometry, compound fluorescence 488/530 nm; hits give high values; 190,000 compounds, 0.25% hits; AID 1776; in the data active = fluorescence above about 89;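 also: glutathione beads carrying GST-tagged Bcl family fusion proteins plus one bare bead set; values are compound well signal with DMSO vehicle wells as background; inactives centre near 16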
Rab2 wt GTP = changes GTP binding to wildtype dog Rab2A, up or down. AID 760. GTP binding activity, % at 10 µM. 190,000 compounds, 0.19% hits. P61105. GST-Rab2 wt beads, Bodipy-GTP binding, flow cytometry;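 active = GTP binding activity at least 20 points away from 100%, either lowered or raised; inconclusive = signal likely due to the compound's own green fluorescence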;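 also: 0% = beads with excess unlabeled GTP and 100% = no-compound control corrected for plate trend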
Rac1 mut GTP = human Rac1 activated mutant GTP binding change; percent activity (GTP binding), % at 10 µM; P63000; 190,000 compounds, 0.11% hits; GST-Rac1 activated beads, fluorescent GTP binding, flow cytometry; actives lie on both sides; 100% means binding = to untreated wells;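 active = GTP binding at least 20 percentage points away from the 100% baseline, in either direction, so actives lie on both sides; inconclusive = Compound likely fluorescent itself, or too few beads counted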
Mcl1-Noxa inh = Mcl-1/Noxa interaction inhibition | TR-FRET Mcl-1/Noxa peptide binding, 2 h | inhibition, % at 21.7 µM | 220,000 compounds, 1.5% hits | AID 1022;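 active = compounds that cut the protein-peptide binding signal by more than 50% relative to plate controls in a single-dose test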;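 also: His-tagged Mcl-1 with rhodamine Noxa BH3 peptide and terbium anti-His antibody; 0% = Mcl-1 plus Noxa peptide wells and 100% = peptide-only wells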
Target sequence (Q07820 whole entry, looked up): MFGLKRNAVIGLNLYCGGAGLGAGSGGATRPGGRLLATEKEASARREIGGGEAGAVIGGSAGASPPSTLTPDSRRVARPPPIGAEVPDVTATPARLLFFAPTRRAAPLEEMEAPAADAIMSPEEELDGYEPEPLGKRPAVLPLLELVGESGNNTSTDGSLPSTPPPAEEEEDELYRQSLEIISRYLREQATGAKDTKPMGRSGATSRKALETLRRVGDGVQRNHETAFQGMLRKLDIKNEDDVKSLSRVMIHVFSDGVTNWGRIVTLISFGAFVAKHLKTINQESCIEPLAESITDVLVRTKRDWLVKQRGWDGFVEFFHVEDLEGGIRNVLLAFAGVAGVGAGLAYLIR
Pf gamet viab = P. falciparum stage V gametocyte viability inhibition. 150,000 compounds, 0.065% hits. AID 743093. P. falciparum stage V gametocytes, ATP luminescence, 24 h. inhibition, % at 10.9 µM;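 active = inhibition above the mean plus 3 SD of compounds within the control limits, set per campaign, cut at about 38% in these data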;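 also: 0% = DMSO wells and 100% = medium only without gametocytes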
Cdc42 wt = changes GTP binding to wildtype human Cdc42. 190,000 compounds, 0.2% hits. GST-Cdc42 beads, Bodipy-GTP binding, flow cytometry; actives lie on both sides. P60953. percent activity (GTP binding), % at 10 µM;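 active = percent activity GTP binding at least 20 points away from the 100% baseline, either down as inhibitor or up as activator; inconclusive = compound flagged as likely green fluorescent from well-wide comparison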;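 also: median bead fluorescence of bound Bodipy-FL-GTP at 100 nM; 0% = excess unlabeled GTP control and 100% = no compound control; below 100% means less GTP binding so inhibitor and above means activator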
Target sequence (P60953 whole entry, looked up): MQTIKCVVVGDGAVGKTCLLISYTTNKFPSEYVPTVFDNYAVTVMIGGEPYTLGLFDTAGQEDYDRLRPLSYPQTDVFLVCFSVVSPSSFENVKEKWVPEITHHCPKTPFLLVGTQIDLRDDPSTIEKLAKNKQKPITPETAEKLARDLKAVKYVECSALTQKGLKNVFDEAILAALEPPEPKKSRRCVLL
Avidin bead fluor = avidin bead compound fluorescence profile. Avidin beads, compound fluorescence 488/530 nm, flow cytometry; hits give high values. fluorescence (KMESF) at 10 µM. 220,000 compounds, 0.38% hits; in the data active = fluorescence above about 47; also: inactives centre near 10
Rab7 wt modul = modulators of GTP binding to dog Rab7 wildtype GTPase. GST-Rab7 beads, fluorescent GTP binding, flow cytometry; actives lie on both sides; untreated = 100%, excess cold GTP = 0%. GTP binding activity (percent of control), % at 10 µM. 190,000 compounds, 0.055% hits. AID 758;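 active = fluorescent GTP binding to Rab7 beads changed by at least 20 points from the 100% baseline, either direction, mostly lower; inconclusive = compound itself probably fluorescent, or too few beads counted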;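 also: median green fluorescence of bound Bodipy-FL-GTP per Rab7 bead population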
HRas wt GTP = human HRas wildtype GTP binding, change in either direction. P01112. GST-Ras wt beads, Bodipy-FL-GTP binding, flow cytometry; actives lie on both sides. GTP binding activity, % at 10 µM. 190,000 compounds, 0.14% hits. AID 759;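 active = GTP binding activity at least 20% away from the 100% baseline, either lowered as inhibitor or raised as activator; inconclusive = flagged as likely green fluorescent, judged across all proteins in the well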;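 also: 0% = unlabeled GTP competition control and 100% = no-compound control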
Target sequence (P01112 whole entry, looked up): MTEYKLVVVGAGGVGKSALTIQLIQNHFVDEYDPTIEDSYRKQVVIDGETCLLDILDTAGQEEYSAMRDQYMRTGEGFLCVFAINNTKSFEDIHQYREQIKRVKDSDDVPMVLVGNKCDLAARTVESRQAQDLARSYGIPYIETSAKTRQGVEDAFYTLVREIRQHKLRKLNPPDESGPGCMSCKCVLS
Rac1 wt GTP bind = alters GTP binding to wildtype human Rac1 | GST-Rac1 beads, fluorescent GTP binding, flow cytometry; actives lie on both sides; 0 = cold GTP competed, 100 = untreated | GTP binding activity (% of control), % at 10 µM | 190,000 compounds, 0.27% hits;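 active = GTP binding activity at least 20 points away from the 100% control level, either lower or higher; inconclusive = compound flagged as likely green fluorescent, judged across all proteins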
Mcl1-Bid inh = disrupts binding of human Mcl-1 to Bid peptide | AID 1021 | 220,000 compounds, 0.97% hits | inhibition, % at 21.7 µM | Q07820 | TR-FRET Mcl-1/Bid-Dy647 peptide binding, 1536-well;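 active = compounds that cut the binding signal by more than half at the single screening dose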;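 also: His-tagged Mcl-1 with europium anti-His antibody binding Bid BH3 peptide; 0% = Mcl-1 plus peptide wells and 100% = peptide-only wells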
An asterisk follows results filed as active; ? = inconclusive; / = not tested or not shown.

SMILES | GSH bead fluor | Rab2 wt GTP | Rac1 mut GTP | Mcl1-Noxa inh | Pf gamet viab | Cdc42 wt | Avidin bead fluor | Rab7 wt modul | HRas wt GTP | Rac1 wt GTP bind | Mcl1-Bid inh
C/C(=N\OCC(=O)Nc1nc2ccccc2s1)c1ccccc1 | 22 | 96 | 97 | 7 | -6 | 95 | 15 | 96 | 99 | 97 | -33
CC1CCC(=C(C#N)c2nc(-c3cc4ccccc4oc3=O)cs2)CC1 (stereo not given) | 12 | 98 | 101 | 10 | / | 102 | 9 | 98 | 102 | 106 | -16
Cc1ccc(CNc2oc(-c3ccco3)nc2C#N)cc1 | 15 | 100 | 99 | 2 | / | 99 | 7 | 99 | 98 | 98 | -31
CCS(=O)(=O)N1CCCC(C(=O)NCc2cccc(OC)c2)C1 (stereo not given) | 12 | 99 | 97 | 3 | / | 102 | 10 | 103 | 100 | 100 | -6
Cc1ccc2nc(NC(=O)Cn3nc(C)c([N+](=O)[O-])c3C)sc2c1 | 9 | 98 | 98 | -8 | 2 | 96 | 14 | 97 | 98 | 97 | -5
Cc1ccc(NC(=O)Nc2ccccc2)cc1[N+](=O)[O-] | 9 | 95 | 98 | 46 | 1 | 97 | 6 | 98 | 97 | 102 | -1
O=C(CC(SCCO)c1ccc2c(c1)OCO2)c1cccs1 (stereo not given) | 14 | 100 | 100 | 22 | / | 102 | 35 | 99 | 101 | 101 | -6
O=C(O)c1ccc(/C=C/c2nc3sc4c(c3c(=O)[nH]2)CCC4)cc1 | 10 | ? | ? | 23 | / | ? | 11 | ? | ? | ? | -25
COc1cccc(CC2(CO)CCN(C(=O)NCCc3ccccc3)CC2)c1 | 11 | 100 | 95 | 17 | -12 | 99 | 10 | 100 | 101 | 102 | -43
COC(=O)C(C#N)C(=C1C(=O)CC(C)(C)CC1=O)c1ccc(O)cc1 (stereo not given) | 12 | 102 | 101 | -4 | / | 104 | 10 | 101 | 104 | 110 | -17
COc1ccc(C2CC(C(F)(F)F)n3nc(C(=O)O)c(Br)c3N2)cc1 (stereo not given) | 14 | 101 | 100 | 19 | / | 103 | 40 | 100 | 101 | 101 | -7
CC1CCc2cc(F)ccc2N1S(=O)(=O)c1ccc(Cl)nc1 (stereo not given) | 20 | ? | ? | 5 | 10 | ? | 14 | ? | ? | ? | -8
CCCCn1c(-c2csc(CC)c2)n[nH]c1=S | 5 | 98 | 99 | 19 | 3 | 101 | 2 | 99 | 97 | 100 | -51
O=C1OCCC1Sc1nnnn1-c1ccc(Cl)cc1 (stereo not given) | 19 | 98 | 99 | -9 | -3 | 97 | 6 | 104 | 98 | 98 | -2
C=CCn1c(SCC(=O)c2c(C)[nH]c3ccccc23)nnc1-c1ccncc1 | 14 | 98 | 99 | 6 | 6 | 99 | 9 | 106 | 97 | 97 | -4
COc1ccc(CCNC(=O)C23CN(Cc4ccccc4)CC2C(c2ccc([N+](=O)[O-])cc2)=NO3)cc1 (stereo not given) | 29 | 94 | 94 | 20 | 17 | 92 | 12 | 94 | 95 | 93 | 27
Cc1c(NS(=O)(=O)c2ccc(Br)s2)c(=O)n(-c2ccccc2)n1C | 10 | 101 | 100 | -3 | / | 103 | 7 | 98 | 101 | 102 | -26
OCCCCNCc1ccc(OCc2ccccc2Cl)cc1 | 16 | 99 | 98 | 7 | / | 102 | 37 | 101 | 102 | 101 | -44
CCCCNC(=O)CNC(=S)N(Cc1ccc(C)cc1)Cc1ccco1 | 16 | 97 | 95 | 24 | / | 99 | 11 | 97 | 98 | 100 | -35
CCNS(=O)(=O)c1ccc(NC(=O)c2ccccc2OCC)cc1 | 13 | 98 | 98 | -5 | 12 | 100 | 41 | 96 | 99 | 101 | 6
COc1cc(C(=O)NC(=S)Nc2cccc(-c3cc4ccccc4oc3=O)c2)cc(OC)c1OC | 24 | 100 | 99 | 14 | / | 99 | 11 | 99 | 97 | 100 | -13
CC(=O)Nc1ccc(C(=O)N(C)c2ccccc2)cc1 | 23 | 99 | 98 | 14 | / | 102 | 20 | 98 | 98 | 103 | -5
Cc1cc(C)nc(SCC(=O)N2CCCCC2)n1 | 6 | 104 | 98 | -9 | / | 102 | 31 | 105 | 103 | 101 | 2
COc1ccc(-n2c(O)c(/C=N/NS(=O)(=O)c3ccc(C)c([N+](=O)[O-])c3)c3ccccc3c2=O)cc1OC | 15 | 101 | 92 | 42 | / | 97 | 10 | 109 | 102 | 102 | 20
CN(C1CCS(=O)(=O)C1)S(=O)(=O)c1cccc2nsnc12 (stereo not given) | 9 | 99 | 101 | 3 | 22 | 103 | 12 | 99 | 101 | 105 | -21
Cc1ccc(-c2nc3ccccc3s2)cc1S(=O)(=O)N1CCCC1 | 20 | 106 | 101 | 1 | / | 105 | 6 | 102 | 106 | 105 | -11
CCOCC(=O)Nc1sc2c(c1C(=O)OCC)CCCC2 | 28 | 96 | 98 | 0 | 1 | 101 | 33 | 97 | 99 | 109 | -5
CC(C)(C)OC(=O)NCCCCCNC(=O)c1[nH]cnc1C(=O)N[C@@H](CCCCNC(=O)OC(C)(C)C)C(=O)OC(C)(C)C | 18 | 94 | 97 | -42 | / | 94 | 7 | 94 | 95 | 97 | -13
O=C1NC2(CCCCC2)Oc2ccccc21 | 14 | 100 | 100 | 4 | / | 103 | 36 | 99 | 102 | 101 | -22
Cc1c(NC(=O)CN2C(=O)C3C4C=CC(C4)C3C2=O)c(=O)n(-c2ccccc2)n1C (stereo not given) | 15 | 92 | 93 | 1 | 18 | 96 | 9 | 98 | 96 | 93 | -15
O=C(N/N=C/c1ccc(OC(F)F)cc1OC(F)F)c1ccc(Br)cc1 | 9 | 97 | 97 | 2 | -4 | 102 | 7 | 98 | 98 | 104 | -6
Clc1ccc(OCc2nn3c(-c4ccco4)nnc3s2)cc1 | 28 | 94 | 93 | / | -26 | 96 | 10 | 93 | 93 | 92 | -31
CCN(CC)c1ccc(/C=N/N2CCOCC2)c(O)c1 | 5 | 103 | 103 | 20 | 14 | 107 | 3 | 103 | 107 | 105 | -21
COCCNC(=S)N(CCc1c(C)[nH]c2ccc(F)cc12)Cc1cccs1 | 74 | 93 | 89 | 9 | 7 | 90 | / | 97 | 94 | 90 | -35
Cc1ccc(CC2S/C(=C(/C#N)C(=O)NCc3ccco3)N(c3ccccc3)C2=O)cc1 (stereo not given) | 13 | 103 | 102 | 16 | / | 108 | 14 | 101 | 108 | 109 | -52
Cc1ccc(NS(=O)(=O)c2ccccc2)c2c1CC(C)(C)O2 | 57 | 98 | 97 | 19 | / | 98 | 7 | 99 | 98 | 100 | 0
C=CCNC(C(=O)Nc1cccc(OC)c1)c1ccccc1 (stereo not given) | 12 | 99 | 96 | -3 | 10 | 99 | 14 | 106 | 100 | 97 | -14
CN(C)CCCn1c(NC(=O)C2CCCCC2)nc2ccccc21 | 24 | 100 | 98 | -4 | / | 99 | 4 | 96 | 98 | 99 | 2
COc1ccc(C2=NOC(C(=O)Nc3ccc(C)cc3)C2)cc1OC (stereo not given) | 23 | 112 | 100 | 16 | -3 | 110 | 13 | 103 | 110 | 106 | -13
O=C(NCC1CCCO1)C1CCN(S(=O)(=O)c2cccc3nonc23)CC1 (stereo not given) | 26 | 96 | 96 | 16 | 13 | 101 | 35 | 96 | 99 | 97 | -9
CCCCn1nc2cc(C(=O)NCC3CC3)ccc2c1OCC | 17 | 105 | 102 | 20 | -16 | 106 | 10 | 97 | 105 | 102 | -12
COc1ccc(-c2csc3ncn(-c4cccc(C)c4)c(=O)c23)cc1OC | 14 | 92 | 93 | 17 | -25 | 97 | 12 | 92 | 96 | 100 | -21
CC1CCCCN1C(=O)Nc1ccccc1Cl (stereo not given) | 9 | 94 | 96 | 7 | -10 | 95 | 5 | 96 | 95 | 93 | -12
COc1ccc2nc(SCC(=O)Nc3ccccc3C)[nH]c2c1 | 19 | 100 | 100 | 15 | / | 101 | 64* | 102 | 100 | 102 | 4
COc1ccc(CSc2nnc(NC(C)=O)s2)cc1[N+](=O)[O-] | 27 | 99 | 98 | 3 | -26 | 99 | 12 | 101 | 99 | 99 | -23
CCOC(=O)c1c(C)[nH]sc1=S | 23 | 95 | 94 | 22 | -7 | 98 | 12 | 94 | 97 | 96 | -44
COc1cccc(OC)c1OCCOCCn1cnc2ccccc2c1=O | 24 | 100 | 98 | -10 | / | 100 | 28 | 101 | 99 | 100 | -5
COc1ccc(NC(=O)C(c2ccc(C)cc2)N(C)C(=O)c2cnccn2)cc1 (stereo not given) | 36 | 101 | 102 | -5 | -20 | 105 | 5 | 100 | 101 | 104 | 13
CC(=O)NC(CCCN1C(=O)c2ccccc2C1=O)c1nnn(C)n1 (stereo not given) | 20 | 99 | 99 | 14 | 6 | 100 | 13 | 96 | 99 | 102 | 3
Cc1ccc(C(=O)NNC(=O)CNc2cccc(Cl)c2)cc1 | 14 | 97 | 94 | 1 | -26 | 96 | 12 | 101 | 96 | 97 | -48
Cc1ccc(S(=O)(=O)c2cc3c(=O)n4ccccc4nc3n(C)c2=N)cc1 | 10 | 78* | 91 | 13 | -3 | 82 | 7 | 93 | 79* | 93 | -2
COc1cc(OC)c(C(=O)OC(C)C(=O)Nc2cccc(C(F)(F)F)c2)cc1OC (stereo not given) | 9 | 98 | 99 | 21 | 14 | 98 | 16 | 92 | 99 | 96 | -1
COc1cc(/C=N/NC(=O)c2cccnc2)ccc1OCC(=O)Nc1ccccc1Cl | 19 | 97 | 97 | 6 | -16 | 97 | 11 | 97 | 99 | 100 | -11
C=CCn1c(SCC(=O)c2[nH]c(C)c(C(=O)OCC)c2C)nc2scc(-c3ccc(OC)c(OC)c3)c2c1=O | 6 | 103 | 102 | 50 | 9 | 105 | 22 | 100 | 105 | 110 | 84*
Cc1ccc(S(=O)(=O)N2CCN(Cc3ccsc3)CC2)cc1 | 13 | 101 | 97 | -6 | 7 | 100 | 13 | 96 | 100 | 100 | 1
COC(=O)/C(=C/Nc1cccc2ccccc12)[N+](=O)[O-] | 47 | 98 | 96 | 20 | 12 | 100 | 5 | 96 | 99 | 98 | -19
